Screening results from PubChem BioAssay.
Calpain2 inh = blocks pig calpain II enzyme activity. purified calpain II, fluorogenic peptide substrate, 30 min. inhibition, % at 16 µM. actives 0.37% (n = 220,000);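 active means inhibition above about 50%, limit read from the data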
hK5 inh = kallikrein 5 (human) inhibition. actives 0.59% (n = 210,000). recombinant hK5, fluorogenic AMC substrate cleavage. AID 873. inhibition, % at 5 µM;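 active means inhibition of 40% or more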;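 further: 0% = enzyme controls without compound and 100% = no-enzyme blanks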
Target sequence (Q9Y337 67-293 limits assumed): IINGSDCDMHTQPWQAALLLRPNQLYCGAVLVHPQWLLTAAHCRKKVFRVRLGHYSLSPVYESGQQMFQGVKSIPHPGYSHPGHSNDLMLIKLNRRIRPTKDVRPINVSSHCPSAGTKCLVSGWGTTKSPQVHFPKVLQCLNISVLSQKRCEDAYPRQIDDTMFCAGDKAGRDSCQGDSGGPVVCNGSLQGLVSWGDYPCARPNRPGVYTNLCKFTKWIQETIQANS
PERK inhibitor = blocks human PERK kinase | actives 0.17% (n = 220,000) | CHO PERK-DD fusion, SEAP luminescence translation reporter | inhibition, % at 5.6 µM | Q9NZJ5;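 active means inhibition above the mean inhibition of all tested compounds plus 3 SD, set separately per screening campaign, cut at about 2.9% in these data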;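 further: PERK kinase domain activated by AP20187 dimerizer at 100 nM; 0% = DMSO with dimerizer and 100% = rapamycin at 8.4 µM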
thrombin 1536 = blocks human thrombin protease activity. alpha-thrombin, Boc-VPR-AMC fluorogenic substrate cleavage. inhibition, % at 5 µM. actives 0.26% (n = 220,000). AID 1046;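 active means inhibition at or above 40%; inactive means inhibition below 40%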;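 further: 0% = enzyme with no compound and 100% = wells without enzyme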
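Test system: human alpha-thrombin; medium: pH 7.5 Tris-saline with Tween 20; times: reaction at room temperature; signal: AMC fluorescence at 355 nm excitation and 460 nm emission; also added: Boc-VPR-AMC substrate, 15 µM final; dosing: one concentration per compound, 5 µM, with 0.2% DMSO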
Furin inhibitor = human furin inhibition | P09958 | AID 463115 | actives 0.061% (n = 220,000) | purified furin, fluorogenic substrate cleavage | inhibition, % at 30 µM; in the data active means inhibition above about 25%; further: inactives centre near -15
FXIIa inh = factor XIIa (human) inhibition. P00748. purified FXIIa, Boc-QGR-AMC fluorogenic substrate, 2 h. inhibition, % at 5 µM. actives 0.3% (n = 220,000); in the data active means inhibition above about 40%;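 further: 0% = enzyme with no compound and 100% = blank without enzyme; many of its hits are not listed in these tables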
Target sequence (P00748 20-372 limits assumed): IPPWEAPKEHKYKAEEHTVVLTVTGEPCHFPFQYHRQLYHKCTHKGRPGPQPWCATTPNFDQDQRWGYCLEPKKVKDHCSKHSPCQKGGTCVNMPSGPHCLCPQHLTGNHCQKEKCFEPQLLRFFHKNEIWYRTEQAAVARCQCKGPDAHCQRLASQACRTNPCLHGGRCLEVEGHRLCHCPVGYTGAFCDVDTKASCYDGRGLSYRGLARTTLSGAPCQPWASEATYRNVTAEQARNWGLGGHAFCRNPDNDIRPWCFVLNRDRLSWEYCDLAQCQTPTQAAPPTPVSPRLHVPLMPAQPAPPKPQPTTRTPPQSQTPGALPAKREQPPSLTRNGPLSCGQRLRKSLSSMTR
Target sequence (P00748 373-615 limits assumed): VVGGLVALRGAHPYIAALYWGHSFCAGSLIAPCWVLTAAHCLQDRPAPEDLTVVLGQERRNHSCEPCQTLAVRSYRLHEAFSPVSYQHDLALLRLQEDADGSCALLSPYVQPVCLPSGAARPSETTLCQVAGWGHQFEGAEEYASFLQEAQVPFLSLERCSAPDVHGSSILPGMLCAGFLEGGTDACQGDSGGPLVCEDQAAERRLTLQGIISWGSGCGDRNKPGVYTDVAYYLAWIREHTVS
KCC2 mod = KCC2 (human) Cl- transport modulation. Q9H2X9. KCC2 cells, thallium flux FluoZin-2 fluorescence. B-score of Tl+ flux slope (higher = more flux/activation; lower = inhibition) at 10 µM. actives 2.2% (n = 190,000). AID 1456;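 active means thallium flux slope and its plate-corrected score both differing from the plate sample mean at a set confidence after two filtering rounds, in either direction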;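 further: slope of fluorescence scaled to starting intensity during 10 to 20 s after thallium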
FXIa inh = blocks human coagulation factor XIa protease activity. P03951. purified FXIa, Boc-Glu-Ala-Arg-AMC fluorogenic substrate. inhibition, % at 5 µM. actives 0.14% (n = 220,000);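 active means inhibition of at least 40%; inactive means inhibition below 40%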;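 further: fluorescence of freed AMC excited at 355 nm; 0% = enzyme without compound and 100% = no enzyme blank; many of its hits are not listed in these tables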
Rad51 HR inh = Rad51 (human) homologous recombination inhibition; hRad51 DNA strand exchange, fluorescence dequenching; inhibition, % at 10 µM; actives 0.085% (n = 200,000); AID 1385;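 active means inhibition above 40% at the single screening dose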;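 further: 0% = DMSO control wells and 100% = blanks with heterologous ssDNA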
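Test system: preformed human Rad51 ssDNA filaments. Compound dosing: single dose, 10 µM final compound. Incubation: filaments 15 min 37 °C, then compound 30 min. Technique: FRET fluorescence dequenching, excitation 485 nm, emission 520 nm. Read-out basis: percent inhibition from fluorescence, normalised to plate control and blank means. Benchmarks: plate controls and plate blanks.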
* hit, by the source's call; · = no result given; [ ] = dose if it differs, or a comment. Some of the compounds tested (hit frequency here may not be typical).

(1) COc1ccccc1N(C)S(=O)(=O)c1ccc(C(=O)N2CCC(C(N)=O)CC2)cc1
(2) CCCc1cn(S(=O)(=O)c2ccc(OC)cc2OC)nc1N
(3) Cc1nnc(SCC(=O)NCc2ccco2)n1-c1ccc(F)cc1
(4) C/C(=N\NC(=O)CN(c1ccc(Oc2ccccc2)cc1)S(C)(=O)=O)C(C)(C)C
(5) COC(=O)Cc1[nH]n(-c2nc3ccccc3s2)c(=O)c1C(C)=Nc1ccc(Cl)cc1
(6) CC(=O)c1ccc(NC(=S)NCCCn2ccnc2)cc1
(7) O=C(Nc1cccc(C(F)(F)F)c1)c1cccnc1
(8) COc1ccc(N2CCN(C(=O)c3cccc(N4C(=O)C5CC=CC(C)C5C4=O)c3)CC2)cc1 (stereo unspecified)
(9) COc1ccc(S(N)(=O)=O)cc1C(=O)NCC1(N2CCCCC2)CCCCC1
(10) Cc1ccc(SCCC(=O)Nc2ccccc2C(=O)N2CCOCC2)cc1
Assay by compound	1	2	3	4	5	6	7	8	9	10
thrombin 1536	-2	-3	1	0	-12	1	6	3	2	-13
hK5 inh	-2	-28	-5	-10	-1	3	-13	15	3	-7
FXIIa inh	26	9	14	2	0	19	21	6	3	5
Calpain2 inh	-4	-2	14	-23	-23	-7	-6	-107	25	-2
Rad51 HR inh	-2	3	6	-11	·	10	7	·	-3	-7
KCC2 mod	1.3	·	0.037	0.43	7.4*	0.9	0.52	0.074	1.2	0.46
FXIa inh	16	-12	10	-4	0	13	1	0	8	2
Furin inhibitor	-12[20 µM]	-10[20 µM]	-12[20 µM]	-19	-3	-22	-13[20 µM]	-25	-31	-5
PERK inhibitor	1.1	0.5	0.6	1.3	1.1	1.5	-0.4	-0.5	1.4	-0.8

(11) Cc1c(Cl)cccc1N1C(=O)CC(NNC(=O)c2cccs2)C1=O (stereo unspecified)
(12) COc1ccc(S(=O)(=O)N2CCN(C(=S)NC3CCCCC3)CC2)cc1
(13) O=C(c1ccc(Br)o1)N1CCN(Cc2ccc3c(c2)OCO3)CC1
(14) CCOC(=O)C1=C(C)NC(C)=C(C(=O)OCC)C1c1cccc(C)n1
(15) COc1ccc(NC(=O)c2ccc(-c3ccccc3C(F)(F)F)o2)cc1
(16) Cc1c(CCO)c(=O)n(C)n1C(=O)c1ccc(Cl)cc1
(17) Cc1cccc(C(=O)NCc2nnc3c4ccccc4c(-c4ccccc4)nn23)c1
(18) Cc1csc(NC(=O)c2ccccc2O)n1
(19) ON(Cc1c(F)cccc1Cl)Cc1c(F)cccc1Cl
(20) CCOC(=O)C1CC(c2ccc(Cl)cc2)=NNC1=O (stereo unspecified)
Assay by compound	11	12	13	14	15	16	17	18	19	20
thrombin 1536	15	-2	-1	-8	-1	-1	-12	-2	-12	-7
hK5 inh	-6	·	2	-7	-11	-15	-8	-39	-5	1
FXIIa inh	5	11	13	-13	15	17	-3	2	-1	3
Calpain2 inh	14	-5	-6	-18	3	-9	8	-398	-13	-93
Rad51 HR inh	0	·	1	-5	9	-9	-1	8	·	0
KCC2 mod	0.39	0.097	·	·	0.56	0.86	-0.0089	·	0.92	-0.44
FXIa inh	-6	1	5	-4	5	0	1	2	-6	-1
Furin inhibitor	-19	-18	-17	-12	-12	-22	-17	-12	-5	-12
PERK inhibitor	0.1	0.2	-0.1	0.1	1.5	1.0	0.4	0.8	0.4	1.7

(21) CC(=O)Nc1ccc(C(=O)OCCC(C)C)cc1
(22) c1ccc(-c2ncnc3nc4n(c23)CCC4)cc1
(23) CCOc1ccc(N2C(=O)C(CC(=O)Nc3ccc(F)cc3)N(Cc3ccccn3)C2=S)cc1 (stereo unspecified)
(24) O=C1CN(C(=O)CSc2nncn2-c2ccccc2)c2ccccc2N1
(25) COc1cc(OC)c(CN2CCC(CO)(CCOc3ccccc3)CC2)c(OC)c1
(26) COC(=O)C1=C(CSCc2ccccc2)NC(=O)NC1c1cc(C)ccc1C (stereo unspecified)
(27) Cc1ccc(-c2csc(NC(=O)c3cccc(N4C(=O)CCC4=O)c3)n2)o1
(28) CCNC(=O)COC(=O)c1csc2c1CCCC2
(29) Cc1noc(C)c1COc1ccc2ccc(=O)oc2c1
(30) Cc1cc(C)nc(NC(=O)c2c(Cl)cccc2Cl)n1
Assay by compound	21	22	23	24	25	26	27	28	29	30
thrombin 1536	-15	-2	7	2	-15	-2	-3	-6	-2	-10
hK5 inh	-16	-8	-4	12	-2	-22	3	-10	4	-6
FXIIa inh	0	12	11	14	3	21	12	-3	·	-1
Calpain2 inh	23	13	-71	16	-3	17	0	21	-50	3
Rad51 HR inh	4	-5	10	5	4	-5	-4	17	-14	·
KCC2 mod	-1.1	·	0.99	0.39	1.5	0.12	·	0.64	0.037	0.67
FXIa inh	-16	2	-1	8	-5	14	2	-6	1	-6
Furin inhibitor	-35	-18[20 µM]	-39	-23	-16	-21[20 µM]	2	-13	-28	-19
PERK inhibitor	0.0	0.0	-0.3	0.0	-1.0	-0.5	-0.1	1.2	-0.6	0.1

(31) O=C(O)CCCCCNC(=O)c1ccccc1
(32) O=C(NC1CCCC1)c1cccc(Cl)c1
(33) O=C(CCc1ccc(S(=O)(=O)N2CCOCC2)cc1)Nc1ccc2c(c1)OCCO2
(34) CCc1cccc(Nc2cc(C)nc3nc(C)nn23)c1
(35) O=C(NCC(c1cccs1)N1CCOCC1)c1ccccc1NS(=O)(=O)c1ccc(Cl)c([N+](=O)[O-])c1 (stereo unspecified)
(36) Cn1c(=O)c2c(nc(SCC(=O)Nc3ccccc3)n2C)n(C)c1=O
(37) Cn1c(=O)c2c(nc(CN3CCN(CCO)CC3)n2CCc2ccccc2)n(C)c1=O
(38) CN(CCOC(=O)c1ccccc1)Cc1ccccc1
(39) CC(C)Cc1ccc(S(=O)(=O)N2CCN(C(=O)c3ccco3)CC2)cc1
(40) COc1ccc(/C=C/C(=O)O)cc1S(=O)(=O)Nc1ccc2c(c1)OCO2
Assay by compound	31	32	33	34	35	36	37	38	39	40
thrombin 1536	-1	-2	4	29	-7	-6	-1	-10	-1	4
hK5 inh	-4	-23	4	35	12	-5	0	-13	0	3
FXIIa inh	14	-2	10	-1	15	10	3	6	10	10
Calpain2 inh	-15	-21	-28	10	-42	-18	12	-10	5	-13
Rad51 HR inh	-2	1	25	3	4	-4	-3	1	-1	13
KCC2 mod	1.6	-0.023	-0.84	0.28	-3.6*	1.3	2.8	-1.5	-0.033	0.24
FXIa inh	0	6	4	-11	4	0	0	0	-5	4
Furin inhibitor	-8[20 µM]	-16	-24	-10	-16	-29	-18	-13	-20[20 µM]	-20
PERK inhibitor	0.9	1.5	-1.0	-0.1	1.1	0.2	0.4	0.5	-0.4	0.1

Gathered by group: those above containing a CF3 group
(7) O=C(Nc1cccc(C(F)(F)F)c1)c1cccnc1
(15) COc1ccc(NC(=O)c2ccc(-c3ccccc3C(F)(F)F)o2)cc1
Assay by compound	7	15
thrombin 1536	6	-1
hK5 inh	-13	-11
FXIIa inh	21	15
Calpain2 inh	-6	3
Rad51 HR inh	7	9
KCC2 mod	0.52	0.56
FXIa inh	1	5
Furin inhibitor	-13[20 µM]	-12
PERK inhibitor	-0.4	1.5

Exported with each value named: part of the list above
40: COc1ccc(/C=C/C(=O)O)cc1S(=O)(=O)Nc1ccc2c(c1)OCO2
  thrombin 1536 = 4
  hK5 inh = 3
  FXIIa inh = 10
  Calpain2 inh = -13
  Rad51 HR inh = 13
  KCC2 mod = 0.24
  FXIa inh = 4
  Furin inhibitor = -20
  PERK inhibitor = 0.1

34: CCc1cccc(Nc2cc(C)nc3nc(C)nn23)c1
  thrombin 1536 = 29
  hK5 inh = 35
  FXIIa inh = -1
  Calpain2 inh = 10
  Rad51 HR inh = 3
  KCC2 mod = 0.28
  FXIa inh = -11
  Furin inhibitor = -10
  PERK inhibitor = -0.1

37: Cn1c(=O)c2c(nc(CN3CCN(CCO)CC3)n2CCc2ccccc2)n(C)c1=O
  thrombin 1536 = -1
  hK5 inh = 0
  FXIIa inh = 3
  Calpain2 inh = 12
  Rad51 HR inh = -3
  KCC2 mod = 2.8
  FXIa inh = 0
  Furin inhibitor = -18
  PERK inhibitor = 0.4

(more compounds)
(41) CCOc1ccc(NC(=O)c2ccc(CC)s2)c([N+](=O)[O-])c1
(42) CCOc1cccc(OCCOc2ccc(C(=O)c3ccccc3)cc2)c1
(43) O=S(=O)(c1ccc(Cl)cc1)n1nnc2ccccc21
(44) CCOC(=O)c1sc(=S)n(-c2ccccc2)c1SC
(45) CCc1cccc(C)c1NC(=O)CSc1nc2ccccc2n1CC(=O)N(C)C
(46) COc1cc(S(=O)(=O)N2CCOCC2)ccc1N
(47) CCOCCCNC(=O)CCSc1ccc(C)cc1
(48) CC1CCN(Cc2ccc(-c3nnn(CC(=O)NC4CCCCC4)n3)cc2)CC1
(49) O=C(Nc1nncs1)C(Sc1ccccc1)c1ccccc1 (stereo unspecified)
(50) CCC(C)(C)NC(=O)C(c1ccc(F)cc1)N(Cc1ccco1)C(=O)c1snc(C(N)=O)c1N (stereo unspecified)
Assay by compound	41	42	43	44	45	46	47	48	49	50
thrombin 1536	0	-6	-2	1	1	-4	0	-5	-9	-1
hK5 inh	-20	-11	-2	2	-3	6	-3	-5	-8	-1
FXIIa inh	3	7	20	5	14	6	15	9	4	-7
Calpain2 inh	3	15	5	12	-14	15	-10	-10	-4	-46
Rad51 HR inh	-2	-6	5	-5	0	-3	2	14	9	-8
KCC2 mod	0.051	0.029	-0.15	0.52	1.2	·	0.082	-0.17	0.42	0.26
FXIa inh	-4	4	5	7	-1	3	8	-6	3	-3
Furin inhibitor	-28	-12	-7[20 µM]	2[20 µM]	-5	-18	-3[20 µM]	-23	-27	-12
PERK inhibitor	1.7	0.5	-0.1	-0.8	-1.7	0.4	0.4	-0.2	0.6	0.0

(51) Cc1nc2c(C(=O)O)cnn2c(C)c1Cc1ccccc1F
(52) O=C(Cn1cncn1)NCCCc1ccccc1
(53) COc1ccc(-c2cc(C(F)(F)F)nc(SCC(=O)N3CCOCC3)n2)cc1OC
(54) O=C(Cn1c(=O)oc2cc(S(=O)(=O)N3CCCCCC3)ccc21)NC1CCCCC1
(55) Cc1ccc(NC(=O)c2cccc(OC(F)F)c2)c(OC(F)F)c1
Assay by compound	51	52	53	54	55
thrombin 1536	3	-8	-2	-5	-5
hK5 inh	-11	-9	-2	-1	-3
FXIIa inh	1	-6	4	12	-5
Calpain2 inh	-50	19	-72	-4	24
Rad51 HR inh	·	0	-1	0	3
KCC2 mod	·	0.52	0.95	2.2	-0.37
FXIa inh	-5	0	-1	0	-11
Furin inhibitor	·	-8	-6[20 µM]	-18	-9
PERK inhibitor	·	0.5	-0.5	·	-0.4
